# Compound activity: PubChem BioAssay, several laboratories
# Yfh1-off respiration = mitochondrial function rescue without frataxin homolog – Friedreich's ataxia, plus single-dose screen, dose response (AID 1465) | 220,000 tested, 0.074% active | S. cerevisiae Yfh1-off respiration, WST-1 reduction, 72 h; higher fold induction means a stronger effect | fold induction at 50 µM, or EC50 in µM where a hit was titrated;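 active = fold induction of absorbance versus untreated yeast above a set limit, then at least 30% activation at any dose in follow-up; inconclusive = repeats straddling the limit, or above it without dose testing; inactive = fold induction below the set limit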;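 note: activators that raise dye reduction in frataxin-depleted yeast; strong numbers were not always called active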
# GPR55 beta-arrestin = selective activators of receptor GPR55 – imaging, U2OS cells, beta-arrestin-GFP redistribution, primary screen (AID 1961). U2OS GPR55 beta-arrestin-GFP redistribution imaging; higher % means a stronger effect. one-dose activation, % at 10 µM; EC50 in µM for titrated hits. 290,000 tested, 0.048% active;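 active = activation above 40% with more than 50 cells counted in the well; inconclusive = wells holding fewer than 50 cells, flagged as toxic or sparse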;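 note: U2OS osteosarcoma cells stably expressing GPR55 and beta-arrestin-GFP; plate controls were DMSO negative control for no effect and LPI positive control for full effect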
# NTR1 ag = agonists of NTR1, primary screen, imaging, U2OS cells, beta-arrestin-GFP, high content (AID 493036). P30989. NTR1-U2OS beta-arrestin-GFP spot imaging, agonist mode. activation, % at 20 µM. 330,000 tested, 0.17% active;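 active = activation at or above 40% of the spot to cytoplasm intensity ratio, with at least 20 cells analyzed; inconclusive = wells under 20 cells, flagged as cytotoxic or low count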;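 note: 0% = DMSO without peptide and 100% = 100 nM NTR1 peptide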
# Target sequence (P30989 whole entry, looked up): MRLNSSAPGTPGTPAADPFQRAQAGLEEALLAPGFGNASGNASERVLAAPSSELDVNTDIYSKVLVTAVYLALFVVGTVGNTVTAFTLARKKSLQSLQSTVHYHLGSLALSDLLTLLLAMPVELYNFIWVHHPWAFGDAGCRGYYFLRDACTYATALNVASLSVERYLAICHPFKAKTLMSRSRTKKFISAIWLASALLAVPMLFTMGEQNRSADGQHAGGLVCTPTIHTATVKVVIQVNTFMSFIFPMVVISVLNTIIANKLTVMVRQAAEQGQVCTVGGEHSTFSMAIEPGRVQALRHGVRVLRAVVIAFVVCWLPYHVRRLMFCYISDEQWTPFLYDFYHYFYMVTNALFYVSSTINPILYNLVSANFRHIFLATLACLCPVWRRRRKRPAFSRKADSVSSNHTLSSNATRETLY
# Dengue-2 NS5 capping = flavivirus cap methylation enzyme inhibition – biochemical, confirmation dose response, primary screen (AID 588689); Dengue-2 NS5 methyltransferase capping enzyme assay, biochemical; higher % means a stronger effect; inhibition, % at 25 µM; hits with a dose series show IC50 in µM; 340,000 tested, 0.3% active; in the data active = a potency from the dose series; inconclusive = inhibition above about 29% without an active follow-up result
# Large T inhibition = TAg ATPase/helicase activity blockers – biochemical (AID 1903); SV40 large T antigen ATPase/helicase inhibition assay; higher % means a stronger effect; one-dose inhibition, % at 20 µM; IC50 in µM for titrated hits; 310,000 tested, 0.39% active; in the data active = a potency from the dose series; inconclusive = inhibition mostly from about 32% at the one dose, without a potency; inactive = the rest, 99 in 100 with inhibition below about 32%; note: strong numbers were not always called active
# Rac1 GTP hydrolysis = MgcRacGAP GTPase-activating activity inhibitors, confirmation, biochemical, ADP Hunter fluorescence. MgcRacGAP-stimulated Rac1 GTP hydrolysis, ADP Hunter fluorescence; higher % means a stronger effect; GST-tagged Rac1 F28L mutant substrate. inhibition, % at 30 µM; hits with a dose series show IC50 in µM. 340,000 tested, 0.6% active;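 active = first-screen hits whose inhibition reached a set limit at any dose in the follow-up dose series; inconclusive = inhibition above the set first-screen limit but never retested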;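 note: fluorescence reports GDP produced by GAP-driven GTP hydrolysis; strong numbers were not always called active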
# GPR35 arrestin U2OS = inhibition of zaprinast-stimulated GPR35 beta-arrestin translocation – imaging, U2OS, beta-arrestin-GFP, zaprinast agonist, primary screen (AID 2058) | U2OS GPR35 beta-arrestin-GFP translocation imaging, zaprinast antagonism; higher % means a stronger effect | one-dose inhibition, % at 10 µM; IC50 in µM for titrated hits | 290,000 tested, 0.052% active;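 active = inhibition of at least 50% with at least 30 cells and total cytoplasm GFP at most 10,000,000; inconclusive = under 30 cells or total GFP of 10,000,000 plus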
# AID2073 = disruptors of CaV2.2 binding to Mint1 – biochemical, HTRF (AID 2073). inhibition, % at 20 µM; hits with a dose series show IC50 in µM. 290,000 tested, 0.19% active. HTRF protein-protein interaction, Mint1-CaV2.2; higher % means a stronger effect; in the data active = inhibition mostly above about 51%, no sharp cut-off; inconclusive = no clear call, values can overlap the other calls; inactive = mostly below about 53%; note: some results filed as inactive read as strong as hits
# GPR55 antagonists = GPR55 antagonists blocking LPI-driven arrestin recruitment, primary screen, imaging, U2OS, beta-arrestin-GFP, LPI agonist (AID 2013). U2OS GPR55 beta-arrestin-GFP translocation imaging, LPI antagonism; higher % means a stronger effect. one-dose inhibition, % at 10 µM; IC50 in µM for titrated hits. 290,000 tested, 0.13% active;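 active = spots per cell inhibited over 60%, with over 100 cells counted and total cytoplasm intensity under 500,000; inconclusive = wells with under 100 cells, flagged as likely toxic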;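 note: U2OS cells stably carrying GPR55 and arrestin-GFP stimulated by 5 µM LPI near EC80; imaged beta-arrestin-GFP aggregate spots per cell after agonist stimulation; plate controls were LPI-stimulated DMSO wells for no effect and DMSO wells without LPI for full effect; some results filed as inactive read as strong as hits; confirmed hits need IC50 under 10 µM and bright autofluorescent wells are also inconclusive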
# NTR1 ag cell count 20 µM = recorded beside NTR1 ag, whose call it bears; cell count; measured here: cell count, cytotoxicity flag
# Dengue-2 NS5 capping pilot replicate = further read-out of Dengue-2 NS5 capping, marked with its call; inhibition, %; measured here: pilot screen replicate inhibition
# * = called active by the depositor; i = inactive; ? = inconclusive; . = not tested or not shown.
SMILES,Yfh1-off respiration,GPR55 beta-arrestin,NTR1 ag,NTR1 ag cell count 20 µM,Dengue-2 NS5 capping,Large T inhibition,Rac1 GTP hydrolysis,GPR35 arrestin U2OS,AID2073,GPR55 antagonists,others
Cc1c2c(n3c(nc4ccccc43)c1C#N)N(CCN(C)C)CC2,i,-0.2%,0.8,50,-3%,11%,12%,8%,38%,-6%,
Cc1ccc(CN2CC(C(=O)N(C)CC(=O)Nc3cccc(F)c3)CC2=O)cc1 (stereo unspecified),.,0.3%,1.2,59,-3%,26%,11%,-2%,2%,17%,
CC(C)(C)c1ccc(/C=C/C(=O)N2CCOCC2)cc1,i,-0.2%,2.6,47,-7%,-1%,2%,-2%,-2%,6%,
Cc1cccc(NC(=O)c2ccc3nsnc3c2)c1C,i,-0.1%,0.0,61,4%,27%,17%,-9%,10%,0%,
O=C(NCCc1ccccc1)c1ccc(CS(=O)(=O)Cc2ccc(F)cc2)o1,.,0.3%,0.7,54,-10%,-3%,4%,21%,4%,6%,
CCC(C)NC(=O)CSc1nnc(-c2ccc(Cl)cc2)n1N (stereo unspecified),i,-0.2%,0.7,42,-2%,8%,4%,0%,8%,4%,
Cc1ccc(-n2c(-c3ccncc3)n[nH]c2=S)cc1,i,0.6%,1.0,39,-10%,-2%,6%,-3%,22%,15%,
CCN1C(=O)c2cccc3c(Cl)ccc(c23)C1=O,i,0.3%,-1.1,54,-4%,8%,6%,5%,-9%,-2%,
CC1CCCCN1C(=O)COC(=O)CNC(=O)c1ccc(Cl)cc1Cl (stereo unspecified),.,.,0.7,65,-8%,6%,3%,.,.,.,
Cc1nn(CCc2nn[nH]n2)c2nc(-c3ccccc3)cc(C(F)(F)F)c12,i,-0.3%,-0.3,92,-4%,-2%,-6%,10%,16%,14%,
O=C(CSc1n[nH]c(-c2ccccc2Br)n1)NC(=O)NCc1ccco1,i,-0.1%,0.2,82,-7%,6%,6%,5%,-8%,9%,
Cc1nc2ccccn2c1C(=O)N/N=C/c1ccc(CNC(=O)C(=O)Nc2ccccc2)o1,i,-0.1%,-1.2,52,0%,7%,6%,8%,12%,9%,
O=C(CCCc1c[nH]c2ccccc12)NCc1cccs1,i,0.2%,0.2,41,-12%,7%,0%,11%,-5%,4%,
Cc1cccc2cc(C#N)c(N3CCOCC3)nc12,.,1.1%,3.1,45,-1%,-4%,3%,-13%,11%,-4%,Dengue-2 NS5 capping pilot replicate=-4.3
COc1cc(C(=O)N[C@@H](C)C(=O)N2CCC3(CC2)NCCc2[nH]cnc23)cc(OC)c1OC,.,0.6%,-0.5,56,-3%,22%,8%,-2%,-3%,12%,
Cc1nc2c(sc(=S)n2Cc2ccco2)c(=O)n1CC(=O)Nc1cc(F)ccc1F,.,-0.1%,3.7,56,-1%,14%,5%,-2%,-3%,-12%,
CN(c1ccccc1)S(=O)(=O)c1cccc(C(=O)OCC(=O)NCCCN2CCCC2=O)c1,i,0.0%,-1.3,49,3%,12%,6%,-1%,5%,-1%,
C=CCNc1nc(C2(C)CC3(CC(C)(C)OC3=O)C(=O)O2)cs1 (stereo unspecified),i,-0.2%,0.4,43,4%,20%,12%,-8%,0%,2%,
O=C(CSc1nnc(Cn2c(=O)sc3ccccc32)n1-c1ccccc1)Nc1nccs1,i,-0.1%,5.7,54,-2%,0%,8%,-6%,-5%,0%,
CCc1c(C)nc(SC)n(CC#N)c1=O,i,-0.4%,-1.1,35,-6%,10%,4%,-6%,1%,9%,
O=[N+]([O-])c1ccc(N2CCN(Cc3ccc4c(c3)OCO4)CC2)nc1,.,-0.1%,-0.4,66,-2%,2%,5%,5%,-8%,-15%,
O=C(NC1CCCCC1)N(Cc1nc2ccccc2c(=O)[nH]1)C1CCCCC1,.,-0.3%,0.8,39,-9%,3%,2%,26%,-2%,4%,
CC(C(=O)Nc1cccc([N+](=O)[O-])c1)N1C(=O)NC2(CCCC2)C1=O (stereo unspecified),.,0.3%,2.0,43,1%,5%,6%,10%,9%,8%,
O=C(O)c1cccc(NC(=S)NC(NC(=O)c2cccc([N+](=O)[O-])c2)C(Cl)(Cl)Cl)c1 (stereo unspecified),i,-0.1%,2.0,64,3%,1%,6%,-9%,-4%,5%,
Cc1c(Cl)cccc1NC(=S)N=Nc1c(O)n(CN2CCOCC2)c2ccccc12,i,2.3%,5.5,73,-7%,10%,13%,-10%,-10%,-8%,
COc1cccc(NC(=O)CN2CCC(C)CC2)c1,i,0.2%,-0.7,89,5%,10%,-3%,12%,-5%,-13%,Dengue-2 NS5 capping pilot replicate=-0.8
CCCCCCn1c(-c2cccs2)n[nH]c1=S,i,0.2%,-0.3,50,-21%,8%,28%,-12%,13%,-3%,
COC(=O)c1sc(C(C)(C)C)cc1CS(=O)(=O)c1ccc(Cl)cc1,i,0.2%,0.4,35,6%,12%,-4%,2%,-4%,-7%,
Cn1c(/N=C/c2c(O)ccc3ccccc23)nc2ccccc21,.,0.4%,.,.,9.6µM*,-3%,22%,7%,-25%,8%,
Cc1cc(C)nc(N/N=C/c2cc(C)n(CC(F)(F)F)c2C)n1,i,-0.4%,-0.2,46,-17%,14%,-9%,-15%,-14%,-5%,
O=C(Nc1ccc(N2CCCCC2)cc1)c1ccc2c(c1)OCCO2,i,-0.1%,2.0,93,-5%,12%,4%,3%,-7%,18%,
Nc1ccccc1C(=O)NNc1c2ccccc2nc2ccccc12,i,-0.1%,4.6,56,0%,37%,98µM*,6%,-7%,9%,
CCNC(=S)NNC(=O)c1ccc(OC)cc1,i,0.0%,-0.2,66,.,15%,2%,10%,15%,8%,
Cc1ccc(Oc2nc3ccccn3c(=O)c2/C=C(\C#N)C(=O)NC2CCS(=O)(=O)C2)c(C)c1 (stereo unspecified),.,0.6%,1.0,73,-18%,11%,0%,-9%,6%,15%,
Cc1ccc(N(CC(=O)N2CC(=O)Nc3ccccc32)S(=O)(=O)c2ccc3c(c2)OCCO3)cc1,i,-0.5%,0.5,78,-5%,-6%,-3%,-2%,28%,0%,Dengue-2 NS5 capping pilot replicate=-6.4
Cc1ccc([C@@H]2[C@@H]3C(=O)N(C)C(=O)[C@@H]3[C@]3(C)C(=O)N(CC4CC4)CC(=O)N23)o1,.,0.6%,-1.4,100,-5%,8%,4%,12%,18%,-4%,
CCN(CC)C(=O)CSc1nnc(-c2ccccc2)n1N,i,0.0%,-2.5,83,-3%,10%,0%,9%,1%,2%,Dengue-2 NS5 capping pilot replicate=3.3
CN(C)S(=O)(=O)c1ccc(Oc2ccccc2)cc1,i,0.5%,-0.2,102,2%,4%,5%,-8%,-3%,11%,
COc1ccc(N2CCN(c3oc(COc4ccc(Cl)cc4)nc3C#N)CC2)cc1,i,-0.1%,0.5,43,-1%,6%,6%,-6%,-7%,14%,
CCOC(=O)c1c(C)n(C)c2ccc(OC)c(NC(=O)c3cccs3)c12,i,0.0%,2.3,74,0%,7%,2%,2%,-5%,-7%,
C=CCNC(=O)NC(=O)COC(=O)/C(C#N)=C/c1ccc(OC)cc1,i,-0.6%,1.5,70,-4%,2%,7%,-8%,10%,4%,
C=CCNC(=O)CN(c1ccc(F)c(Cl)c1)S(C)(=O)=O,i,-0.1%,-0.8,48,3%,6%,4%,0%,-4%,-4%,
C=CCN(C(=O)Cn1nc(C)n2c(cc3cc(C)ccc32)c1=O)c1ccccc1,.,-0.1%,2.2,66,-3%,4%,10%,-13%,4%,0%,
COC(=O)C(Nc1nccs1)(OC)C(F)(F)F (stereo unspecified),.,0.0%,-1.7,74,4%,23%,-3%,4%,3%,19%,
COCc1cc(C)nc2sc(C(=O)NCCO)c(-n3cccc3)c12,i,0.6%,0.5,85,4%,6%,12%,-2%,0%,0%,
COC(=O)Cc1cc(=O)[nH]c(/N=C(\N)Nc2cccc(C)c2)n1,i,-0.2%,-0.4,40,2%,7%,3%,16%,23%,10%,
COc1cc(NC(=O)c2ccc3c(c2)OCO3)ccc1NC(=O)C(C)C,i,-0.2%,-1.0,85,2%,2%,5%,10%,0%,-9%,
COCCCNC(=O)CN(c1cccc(Cl)c1C)S(C)(=O)=O,i,-0.3%,0.6,63,-5%,-5%,6%,-11%,-3%,0%,
O=C1C(=O)N(CCN2CCOCC2)C(c2ccc(F)cc2)/C1=C(/O)c1ccc(S(=O)(=O)N2CCOCC2)cc1 (stereo unspecified),.,0.8%,-0.2,39,-4%,0%,0%,2%,0%,1%,
Cc1cccc(NC(=O)C2CCN(C(=O)c3ccc(Cl)cc3)CC2)n1,.,.,0.7,79,-4%,30%,7%,.,.,.,
COc1ccc2c(CCNC(=O)Nc3ccccc3)c[nH]c2c1,i,0.3%,-1.9,60,-4%,6%,-9%,10%,-1%,-1%,
Cc1c(N=Cc2cccnc2)c(=O)n(-c2ccccc2)n1C,i,-0.3%,1.3,29,2%,11%,10%,-3%,10%,-4%,
c1ccc2c(c1)CCCN2Cc1nnc2n1CCCCC2,i,0.5%,-0.5,40,?,9%,14%,4%,-4%,8%,
O=C(O)C1CSC(c2ccc3c(c2)OCO3)N1 (stereo unspecified),i,-0.1%,2.2,62,-6%,-1%,19%,-11%,0%,13%,
O=C(Nc1ccnn1C1CCN(Cc2ccc(Cl)cc2)CC1)C1CCCC1,.,0.0%,-0.3,53,-2%,15%,7%,-8%,7%,-1%,
Oc1ccc(/C=N/Nc2ccc(C(F)(F)F)cn2)c(O)c1,.,-0.2%,-0.7,55,0%,13%,37µM*,-12%,-2%,-4%,
COc1ccc(OC)c2c(C)cc(N3CCN(C(=O)c4ccc(Cl)cc4)CC3)nc12,i,-0.1%,10,52,-6%,-4%,3%,-9%,0%,13%,
O=S(=O)(c1ccc(Br)cc1)N1CCCN(Cc2ccccc2F)CC1,i,-0.2%,0.6,45,-6%,5%,-2%,0%,-7%,16%,
COc1ccc(CN2C(=O)C(C)Oc3ccccc32)cc1 (stereo unspecified),.,-0.1%,-0.3,68,2%,10%,-8%,12%,16%,12%,
